# Compound activity (PubChem BioAssay)
# HT1080 viability: cytotoxicity in HT1080 fibrosarcoma cells, cell-based, fluorescence readout (AID 620); cytotoxicity, % at 10 µM; hits with a dose series show EC50 in µM; 87,000 tested, 0.42% active; HT1080 viability, fluorescence; higher % means a stronger effect; in the data active = cytotoxicity above about 50%;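 also: cells exposed to compound overnight then 4 h with Alamar Blue; 0% = vehicle DMSO and 100% = killing control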
# The depositor's hits bear a star. The list is partial; count on the stated rates, not on these rows.
structure	HT1080 viability
COc1ccc(N2CCSC2C(=O)NN)cc1 (configuration not stated)	1%
CCS(=O)(=O)N1CCN(S(=O)(=O)c2ccccc2)CC1	-5%
COc1ccc(NC(=O)/C(Cl)=C(/Cl)S(=O)Cc2ccc(C)cc2)cn1 (configuration not stated)	92%*
N=c1c2c3c(sc2ncn1CCCO)CCCC3	-8%
CCN=C1SC(C(=O)Nc2ccccc2)CC(=O)N1CC (configuration not stated)	-4%
COC(=O)[C@@H]1C[C@H]1[C@@H](NC(C)=O)c1ccccc1	-18%
CC(C)CCNC(=O)NC(=O)COC(=O)c1cc(S(=O)(=O)N2CCOCC2)ccc1N1CCCCC1	0%
COc1ccc(Cc2c(O)nc(SCC(=O)N3CCCCCC3)[nH]c2=O)cc1	5%
C=CCn1c(N)c(C(=O)Nc2ccc(C)c(C)c2)c2nc3ccccc3nc21	-21%
CC(C)c1nnc(SCC(=O)N2CCOCC2)n1C	1%
Cc1nc2ncnn2c(C)c1CCC(=O)N1CCN(Cc2ccccc2)CC1	-1%
O=C(NC1CCCCC1)c1ccc(Cn2cc(Cl)cn2)cc1	5%
Cc1ccccc1NC(=O)c1sc2nc3c(c(-c4ccco4)c2c1N)CCCC3	-16%
CC(=O)Nc1ccc(OC(=O)c2ccco2)cc1	0%
CCOC(=O)C1CCN(S(=O)(=O)c2cccc(-c3cn4cc(Cl)ccc4n3)c2)CC1	3%
CCN1C(=O)NC2=C(C(=O)c3ccccc32)C1c1ccccc1F (configuration not stated)	5%
O=C(CCCn1c(=O)[nH]c2cc(Cl)ccc2c1=O)NC1CCCCCC1	2%
O=C1CC(N2CCN(c3ccccc3F)CC2)C(=O)N1c1ccc(F)cc1 (configuration not stated)	1%
CC(=O)N1c2ccccc2NC(=O)C1(C)C	-5%
COc1ccc(CCNc2cc(-c3ccccc3)nc3ncnn23)cc1	12%

# The list goes on.
structure	HT1080 viability
CCOC(=O)N=S(=O)(Oc1ccc([N+](=O)[O-])cc1)c1ccccc1 (configuration not stated)	-5%
CCOc1ccc(-c2c(=O)n(OCc3ccccn3)c3ccccc3[n+]2[O-])cc1	9%
COc1cccc(OC)c1OCCN(C)C	-16%
COc1ccc2cc3cc(C(=O)N4CCN(c5ccccc5)CC4)oc3nc2c1	-1%
O=C(Nc1ccc(-c2nc3c(ccc4ccccc43)o2)cc1)c1ccco1	3%
Cc1ccccc1CSCCNS(C)(=O)=O	-6%
CCN(CC)CCCn1c(=S)[nH]c2cc(OC)c(OC)cc2c1=O	12%
CCC(=O)Nc1nnc(SCCOC)s1	-20%
COc1ccccc1NC(=O)CSc1nncn1-c1cccnc1	-10%
O=C(NCCCN1CCOCC1)NC1CCCCC1	-9%
CN(C)S(=O)(=O)c1ccc(Nc2ccc(-c3ccc4c(c3)OCCO4)nn2)cc1	-4%
CCN(CC)CCN(C)Cc1ccc(Br)cc1	11%
O=C(CN(c1ccc(F)cc1)S(=O)(=O)c1ccc2c(c1)OCCO2)NCc1ccncc1	0%
CCC(C)NC(=O)CCc1c(C)nc2nc(-c3cc(OC)cc(OC)c3)nn2c1C (configuration not stated)	-7%
COc1ccc(OC)c(NC(=O)Cc2coc3cc(C)cc(C)c23)c1	0%
NC(=O)Cn1c(=O)n(CCc2ccccc2)c(=O)c2c3c(sc21)CCCC3	0%
O=C(OCc1ccc(COC(=O)c2ccccn2)cc1)c1ccccn1	-6%
Cc1c(NC(=O)Nc2ccc(Cl)c(Cl)c2)sc(=S)n1C	-13%
Cc1ccccc1C(=O)NNC(=O)Cc1cccc2ccccc12	20%
c1coc(C2Nc3ccccc3C3OCCC23)c1 (configuration not stated)	-10%

# (list continues)
structure	HT1080 viability
CCN(CC)C(=O)c1sc2nc(N3CCOCC3)c3c(c2c1N)CCCC3	-12%
COc1cc(NC(=O)C2CC(=O)NC3=C2C(=O)CCC3)cc(OC)c1 (configuration not stated)	2%
CCCNC(=O)C(=O)NCCC1=CCCCC1	1%
CC(C)(C)C1CCc2c(sc(NC(=O)CSc3ncn[nH]3)c2C#N)C1 (configuration not stated)	30%
Cc1cccc(NC(=O)COc2ccc3oc4c(c3c2)CCCC4)n1	3%
CC(C)CC(N=C1NC(C)(C)Cc2ccccc21)C(=O)O (configuration not stated)	2%
O=C(Nc1ccccc1N1CCN(C(=O)c2ccc(Cl)cc2)CC1)c1cc(Br)ccc1Cl	-2%
CC1CCCC(C)N1/N=C/c1ccc(Cl)cc1 (configuration not stated)	1%
CCOc1ccc(NC(=O)CSc2nnc(-c3ccoc3C)n2CC2CCCO2)cc1 (configuration not stated)	0%
CC1=CC(C)(C)NC(=S)N1c1ccccc1	-7%
OCCN1CCN(CC(O)COCc2ccc3c(c2)OCO3)CC1 (configuration not stated)	5%
Cc1ccc(Nc2nc(N)nc(CN3CCc4ccccc4C3)n2)cc1	-1%
CCCNC(=S)Nc1ccc(Nc2ccccc2)cc1	4%
O=C(CCSc1nnc2ccc3ccccc3n12)Nc1ccc(F)cc1	0%
CC(C)n1c(-c2ccc(C(C)(C)C)cc2)n[nH]c1=S	1%
CC(C)CCNC(=O)CCCOc1ccccc1	-13%
COCCCNC(=O)Cn1nnc(-c2ccc(NC(=O)c3ccccc3F)cc2)n1	9%
CCSc1nnc([C@H](Cc2ccccc2)NC(=O)OC(C)(C)C)o1	-14%
Cc1ccc(N(CC(O)Cn2c3ccccc3c3ccccc32)S(C)(=O)=O)c(C)c1 (configuration not stated)	-6%
Cc1onc(-c2c(Cl)cccc2Cl)c1C(=O)n1nnc2ccccc21	-20%

# Rewritten as labelled records: part of the list above.
smiles: CC(C)n1c(-c2ccc(C(C)(C)C)cc2)n[nH]c1=S
  HT1080 viability: 1%
smiles: CCSc1nnc([C@H](Cc2ccccc2)NC(=O)OC(C)(C)C)o1
  HT1080 viability: -14%

# Next part:
structure	HT1080 viability
COc1ccc(-n2c(C)c(C(C)=O)c(C(C)=O)c2C)cc1	0%
COc1ccc(OC)c(N(CC(=O)Nc2cccnc2)S(C)(=O)=O)c1	-4%
CCOC(=O)c1c(NC(=O)CSc2nnc(C)s2)sc2c1CCC(CC)C2 (configuration not stated)	-16%
CCOC(=O)C(CCCOc1cccc(CC)c1)C(=O)OCC	20%
Cc1cc(NC(=O)C2C3C(=O)N(Cc4ccc(Cl)cc4)C(C(=O)NC(C)(C)C)C34C=CC2(C)O4)no1 (configuration not stated)	-11%
O=C(Oc1ccc2ccccc2c1)c1cncc(Br)c1	8%
Cc1ccccc1NC(=O)/C(=C/c1ccco1)c1ccccc1	-21%
COCC(C)n1c(C)cc(C(=O)CSc2ccc(NC(C)=O)cc2)c1C (configuration not stated)	-1%
O=C(NCc1ccccc1)/C(NC(=O)c1ccccc1)=C(/Sc1ccccn1)c1ccccc1	-1%
O=C1C(=O)N(c2ccccc2)c2ccccc21	-3%
CC1CCCC(C)N1C(=O)c1cccc2c1-c1ccccc1/C2=N/O (configuration not stated)	-9%
CCC(=O)NCCCCCCNC(=O)CC	1%
CCOC(=O)c1ccccc1NC(=O)CSc1ccccc1	-3%
COc1ccc(Cl)cc1NC(=O)C12CCC(C)(C(=O)O1)C2(C)C (configuration not stated)	-1%
Cc1ccc(S(=O)(=O)N(CC(=O)N2CCN(c3ccc(F)cc3)CC2)C2CCCCC2)cc1	6%
Cc1cc(C)nc(SCNC(=O)c2ccc(Cl)cc2)n1	-2%
CCOC(=O)c1c2c(n(C)c1C)C(=O)C(=O)c1ccc(Br)cc1-2	25%
Cc1nc(SCc2cccc(Oc3ccccc3)c2)n[nH]1	26%
CCOc1nc(C)nc(NC(=O)NS(=O)(=O)c2ccccc2Cl)n1	-5%
CCCCNCc1cccn1-c1ccccc1	1%

# As entered above.
# Entry of `Cc1cc(NC(=O)C2C3C(=O)N(Cc4ccc(Cl)cc4)C(C(=O)NC(C)(C)C)C34C=CC2(C)O4)no1` (configuration not stated) in HT1080 viability: -11%
# Entry of `COc1ccc(Cl)cc1NC(=O)C12CCC(C)(C(=O)O1)C2(C)C` (configuration not stated) in HT1080 viability: -1%
# Entry of `Cc1ccccc1NC(=O)/C(=C/c1ccco1)c1ccccc1` in HT1080 viability: -21%
# Entry of `O=C1C(=O)N(c2ccccc2)c2ccccc21` in HT1080 viability: -3%
# Entry of `Cc1cc(C)nc(SCNC(=O)c2ccc(Cl)cc2)n1` in HT1080 viability: -2%
# Entry of `CC1CCCC(C)N1C(=O)c1cccc2c1-c1ccccc1/C2=N/O` (configuration not stated) in HT1080 viability: -9%
# Entry of `CCOC(=O)c1c2c(n(C)c1C)C(=O)C(=O)c1ccc(Br)cc1-2` in HT1080 viability: 25%

# Next section:
structure	HT1080 viability
CCOc1ccc(CN(C)CC(=O)c2c(N)n(Cc3ccccc3)c(=O)n(CC)c2=O)cc1OC	-5%
O=C(Nc1ccc2c(c1)OCCO2)C1CCCN(S(=O)(=O)c2cccc3nsnc23)C1 (configuration not stated)	-10%
CCOC(=O)C1=C(c2ccccc2)N=C2SCC(=O)N2C1c1ccc(O)c(OC)c1 (configuration not stated)	-10%
Cc1ccc2nc(N/N=C\c3ccc([N+](=O)[O-])o3)nc(-c3ccccc3)c2c1	14%
N#Cc1c2c(c[nH]c1=O)CCN2Cc1ccccc1	15%
O=C(NNC1=NCCC1)c1cccc(Br)c1	-9%
Nn1c(SCc2ccccc2)nnc1-c1ccccn1	-11%
CCCCCc1ccc(CC(=O)Nn2c(C)nc3ccccc3c2=O)cc1	-6%
CCOC(=O)c1cn(Cc2ccccc2)c(C(=O)OC(C)(C)C)c1O	-15%
CC(=O)Nc1c(C(=O)N2CCCCCC2)cnn1-c1ccccc1	2%
CCOc1ccccc1NC=C1C(=O)OC2(CCCCC2)OC1=O	-6%
O=C(CSC1=NCCN1)NC1CCCCCC1	14%
COc1ccc(C(=O)n2nc(C)cc2Nc2ccccc2)cc1	5%
CCN(CC)c1ccc2cc(-c3nnc(-c4ccccc4)o3)c(=O)oc2c1	2%
CCn1c(O)c(C=NC2CCCC2)sc1=S	-4%
Cc1ccc(CNC(=O)[C@@H]2C[C@H]2[C@@H](NP(=O)(c2ccccc2)c2ccccc2)c2ccccc2)o1	-10%
COC(=O)CC(N)c1ccc(OC)c2ccccc12 (configuration not stated)	-4%
Cc1onc(-c2ccccc2Cl)c1C(=O)Nc1nc2c(s1)CCCC2	1%
C=CCn1c(-c2ccc3[nH]c(C)c(C)c3c2)n[nH]c1=S	-10%
COc1cccc(Nc2nc(-c3ccc4c(c3)OCCO4)cs2)c1	-6%

# 2 entries picked at random from the list so far, as already listed:
structure	HT1080 viability
CCOC(=O)C1=C(c2ccccc2)N=C2SCC(=O)N2C1c1ccc(O)c(OC)c1 (configuration not stated)	-10%
Nn1c(SCc2ccccc2)nnc1-c1ccccn1	-11%

# (listing goes on)
structure	HT1080 viability
COC(=O)c1ccc(C(NC(=O)OCc2ccccc2)/C(C)=C/[C@@H](C)C(=O)NCc2nn(-c3ccccc3)nc2C)cc1 (some centres not stated)	-19%
CCOc1ccccc1Oc1coc2cc(OC)ccc2c1=O	-3%
Cc1cc(=O)oc2cc(OCC3CC(c4ccc(Cl)cc4)=NO3)ccc12 (configuration not stated)	-7%
Cc1ccc(NC(=O)c2oc3ccc(S(=O)(=O)N4CCC5(CC4)OCCO5)cc3c2C)cc1C	-4%
O=C1CCC([N+](=O)[O-])C(c2ccc(Cl)cc2Cl)N1 (configuration not stated)	-3%
CS(=O)(=O)N1CCC(C(=O)Nc2ccccc2)CC1	15%
CC(=O)c1cn(CC(=O)Nc2ccccc2C)c2ccccc12	-2%
O=C1c2cccnc2C(Nc2ccccc2)N1Cc1ccco1 (configuration not stated)	11%
COc1ccc([N+](=O)[O-])cc1C1NN=C(c2ccccc2O)S1 (configuration not stated)	-8%
O=C(O)CCNC(=O)c1cncc(Br)c1	-1%
COC(=O)C1=C(C)N(CCCC(=O)O)C(=O)NC1c1ccc(Cl)cc1 (configuration not stated)	-16%
COc1ccc(NC(=O)c2csc(Cc3ccccc3)n2)cc1	-9%
O=C1C2C3C=CC([C@@H]2C(=O)N1C1CCCCC1)[C@H]1C(=O)N(C2CCCCC2)C(=O)C31 (some centres not stated)	-9%
C=CCn1c(SC2CCOC2=O)nc2sc(C)c(C)c2c1=O (configuration not stated)	5%
O=C1CCCC/C1=C/Nc1ccc(C(=O)O)cc1	2%
O=Cc1cn(CC(=O)N2CCOCC2)c2ccccc12	-1%
COc1ccc(-n2c(=S)[nH]c3cc(C(=O)NCCCN4CCCC4=O)ccc3c2=O)cc1OC	-6%
CCC1(O)c2ccccc2-c2ncccc21 (configuration not stated)	10%
Cc1cc(C)nc(NC(=O)CCC2CCCC2)c1	-14%
Cc1oncc1-c1cn2ccccc2n1	1%

# (cont.)
structure	HT1080 viability
COc1ccc(OC)c(-n2c(C)ccc2-c2ccc(S(C)(=O)=O)cc2)c1	3%
COC(=O)c1ccc(C(NC(=O)OCc2ccccc2)/C(F)=C/[C@@H](C)C(=O)NCc2cc(F)cc(F)c2)cc1 (some centres not stated)	-3%
Cc1cc(C2C(C#N)=C(N)Oc3n[nH]c(C)c32)c(C)s1 (configuration not stated)	8%
Cc1nc2cc(-c3cccs3)[nH]n2c(=O)c1C	3%
Cc1cc(N2CCCC2)c(C)cc1C=O	2%
O=C(CN1CCN(C2CCCCC2)CC1)c1c[nH]c2ccccc12	-4%
CCCN1CCCc2cc(CN(CCCN3CCOCC3)C(=O)Nc3ccc(OCC)cc3)ccc21	0%
COc1ccc(N(Cc2cc3cccc(C)c3[nH]c2=O)S(C)(=O)=O)cc1	-15%
CCCC(=O)Nc1nc2nc(C)cc(=O)n2[nH]1	-12%
Cc1cc(C(=O)OCC(=O)N2CCCC2)c2ccccc2n1	-9%
CC(=O)Oc1ccc2c(c1)cc(C)n2C	-2%
CC(=O)Nc1ccc(S(=O)(=O)Nc2cccc(-c3nc4ccccc4o3)c2)cc1	-1%
Cc1cccc(NC(=O)c2nc(-c3ccccc3)n(-c3ccccc3)n2)c1C	-5%
